FN deposition inh = inhibitors of fibronectin matrix deposition, primary screen, AH1F cells, Alexa488-fibronectin fluorescence, plate reader; 350,000 compounds, 0.086% hits; AH1F fibroblasts, overnight; inhibition, % at 12.6 µM;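 active = mean inhibition across replicates of 30% or more, regardless of how many single replicates reach that level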;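 also: positive control wells lacked labelled fibronectin entirely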
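Test system: AH1F fibroblast monolayer depositing Alexa488-labelled fibronectin into matrix. Input: 10000 cells per well. Technique: fluorescence, ex 485 nm, em 525 nm. Buffer or medium: DMEM plus 2% serum, read in PBS. Timing: 1 h cell adhesion before compound, then overnight fibronectin incubation. Compound: single dose, pinned. Read-out basis: inhibition from reduced deposited-fibronectin fluorescence.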
PglD inh = C. jejuni PglD acetyltransferase inhibitors, primary screen, biochemical, DTNB colorimetric, single point | UDP-N-acetylbacillosamine N-acetyltransferase PglD (Campylobacter jejuni) | purified PglD enzyme, DTNB colorimetric CoA detection | inhibition, % at 12.5 µM | 360,000 compounds, 0.098% hits | AID 602405, 2012; in the data active = inhibition above about 16%, passing the limit was not always enough; also: strong numbers were not always called active
miR-122 sensor = miR-122 Renilla sensor signal increase in Huh7, primary screen, miR-122 inhibitor project, cell-based, single point, plate reader; Huh7 miR-122 Renilla luciferase sensor, 48 h; neutral wells = 0, positive control = 100; 340,000 compounds, 0.3% hits; activation (reporter increase), % at 12.5 µM; AID 602342, 2012;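 active = mean replicate activation score at least 90 and every replicate individually at or above 90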;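 also: higher luciferase means less miR-122 activity so hits act as miR-122 inhibitors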
INS-1E GSIS act = GLuc luminescence reporter in INS-1E cells, primary screen for activators of glucose-dependent secretion of insulin; INS-1E GLuc reporter insulin secretion, 2-3 h; activation, % at 16.6 µM; 370,000 compounds, 0.61% hits; AID 743287, 2014;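 active = lowest replicate activation of at least 40%, so every replicate reaches that level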;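 also: 0% = median of neutral control wells and 100% = median of IBMX positive control wells; some compounds called inactive have numbers as strong as hits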
CFTR F508del cor = F508del CFTR correction, initial screen, CFBE line, single point. CFBE cells, YFP halide quenching; stimulated with forskolin plus potentiator P3; % fluorescence drop versus neutral controls. activity (quench increase), % at 7.58 µM. 350,000 compounds, 0.36% hits. AID 720511, 2013;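 active = mean added fluorescence quench of at least 8% versus neutral control, with both replicates also reaching 8%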;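 also: cells transiently co-express mutant CFTR-F508del with the halide-sensitive YFP; corrector assay measuring rescue of mutant channel to the surface after 24 h compound exposure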
Cneo AK release = Cryptococcus neoformans cell lysis inducers, primary screen, AK release luminescence, single concentration; 360,000 compounds, 0.2% hits; lysis activity, % at 15 µM; C. neoformans lysis, adenylate kinase release luminescence, 4 h; normalised: neutral wells 0, clomiphene wells 100; AID 651654, 2012;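 active = mean lysis activity across replicates of at least 80%, whatever share of replicates individually reach that level; inactive = mean lysis activity below 80%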
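Material – log-phase Cryptococcus neoformans yeast cells · Input – 5 × 10^6 yeast cells/mL · Medium – fresh YPD growth medium · Doses – single compound concentration per well · Timing – static 4 h at 37 °C with compound, 1 h detection · Detection – adenylate kinase release luminescence · Read-out – signal increase indicating cell lysis · Control set – Clomiphene as positive lysis control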
PGC1a acetyl inh = inhibitors of PGC1a acetylation signal, primary screen, cell-based, U2OS, AlphaScreen, inhibitor mode. AlphaScreen anti-acetyl-lysine; with virally co-expressed GCN5 acetyltransferase. inhibition, % at 15.6 µM. 350,000 compounds, 0.17% hits;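 active = every replicate shows inhibition of at least 40%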;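 also: 0% = neutral control wells and 100% = positive control wells; some results beyond the cut were filed as inactive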
C2C12 statin = suppressors of statin myotoxicity in C2C12 myotubes, primary screen, cell-based, single point, plate reader; 330,000 compounds, 0.78% hits; C2C12 myotubes + simvastatin, ATP luminescence, 48 h; scaled: DMSO 0, geranylgeraniol control 100; rescue of ATP level, % at 7.49 µM;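 active = mean ATP rescue above about 67%, or every replicate alone reaching that limit, limit read from the data, passing the limit was not always enough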;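 also: myotubes were challenged with 10 µM simvastatin during compound exposure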
* marks the source's active call; other numbers are inactive results; / = no result given; [ ] = remark or other dose. Compounds as they come; overall some 2.1% were active at least once.

SMILES	FN deposition inh	PglD inh	miR-122 sensor	INS-1E GSIS act	CFTR F508del cor	Cneo AK release	PGC1a acetyl inh	C2C12 statin
COc1ccc(C(=O)C(C)Oc2cccc(NC(=O)c3cccc([N+](=O)[O-])c3)c2)cc1 (stereo not drawn)	3	-2	-13	-22	/	1	/	/
Nc1nnc(SCC(=O)Nc2ccc(S(=O)(=O)N3CCOCC3)cc2)s1	/	0	/	0	1.8	1	8	8
O=C(CC(=O)N/N=C/c1cccs1)NCc1ccccc1	5	/	-4	/	1.2	/	11	4
C[C@H](CO)N1C[C@H](C)[C@H](CN(C)C(=O)NC2CCCCC2)OCCCC[C@H](C)Oc2ccc(NS(=O)(=O)c3cccs3)cc2C1=O	/	-3	0[16.7 µM]	-9	1.9	3	5	16
C=CCn1cccc(C(=O)Nc2ccc(OC)cc2)c1=O	2	/	2	-3	-2.9	/	2	/
O=C(Cc1ccc(NS(=O)(=O)c2ccc(F)cc2)cc1)NCc1ccccc1	/	2	33	/	/	-2	-29	/
O=C(CCS(=O)(=O)c1ccc(Br)cc1)N1CCN(c2ccccc2F)CC1	/	1	-5	0	/	2	-2	18
CO[C@@H]1CN(C)C(=O)c2cc(NC(=O)C3CCCCC3)ccc2OC[C@@H](C)N(C)C[C@H]1C	/	0	-3[16.7 µM]	5	-1.0	-3	/	5
CC1CCCN(CC(O)COCC2COc3ccccc3O2)C1 (stereo not drawn)	/	-8	-3	/	/	-2	1	17
CC1=C(C(=O)OCC2CCCO2)C(c2ccccc2OC(C)C)C2=C(CC(c3ccco3)CC2=O)N1 (stereo not drawn)	/	3	3	/	/	0	-13	-46

3 entries out of the list, arranged by SMILES length, low to high:
SMILES	FN deposition inh	PglD inh	miR-122 sensor	INS-1E GSIS act	CFTR F508del cor	Cneo AK release	PGC1a acetyl inh	C2C12 statin
CC1CCCN(CC(O)COCC2COc3ccccc3O2)C1 (stereo not drawn)	/	-8	-3	/	/	-2	1	17
O=C(CCS(=O)(=O)c1ccc(Br)cc1)N1CCN(c2ccccc2F)CC1	/	1	-5	0	/	2	-2	18
CO[C@@H]1CN(C)C(=O)c2cc(NC(=O)C3CCCCC3)ccc2OC[C@@H](C)N(C)C[C@H]1C	/	0	-3[16.7 µM]	5	-1.0	-3	/	5

Exported with bars between the fields: entries from further up
SMILES | FN deposition inh | PglD inh | miR-122 sensor | INS-1E GSIS act | CFTR F508del cor | Cneo AK release | PGC1a acetyl inh | C2C12 statin
Nc1nnc(SCC(=O)Nc2ccc(S(=O)(=O)N3CCOCC3)cc2)s1 | / | 0 | / | 0 | 1.8 | 1 | 8 | 8
O=C(CC(=O)N/N=C/c1cccs1)NCc1ccccc1 | 5 | / | -4 | / | 1.2 | / | 11 | 4
C[C@H](CO)N1C[C@H](C)[C@H](CN(C)C(=O)NC2CCCCC2)OCCCC[C@H](C)Oc2ccc(NS(=O)(=O)c3cccs3)cc2C1=O | / | -3 | 0[16.7 µM] | -9 | 1.9 | 3 | 5 | 16
C=CCn1cccc(C(=O)Nc2ccc(OC)cc2)c1=O | 2 | / | 2 | -3 | -2.9 | / | 2 | /
O=C(Cc1ccc(NS(=O)(=O)c2ccc(F)cc2)cc1)NCc1ccccc1 | / | 2 | 33 | / | / | -2 | -29 | /
O=C(CCS(=O)(=O)c1ccc(Br)cc1)N1CCN(c2ccccc2F)CC1 | / | 1 | -5 | 0 | / | 2 | -2 | 18
CO[C@@H]1CN(C)C(=O)c2cc(NC(=O)C3CCCCC3)ccc2OC[C@@H](C)N(C)C[C@H]1C | / | 0 | -3[16.7 µM] | 5 | -1.0 | -3 | / | 5

The list continues.
SMILES	FN deposition inh	PglD inh	miR-122 sensor	INS-1E GSIS act	CFTR F508del cor	Cneo AK release	PGC1a acetyl inh	C2C12 statin
CCC(Sc1nnc(-c2ccco2)n1C)C(=O)Nc1nnc(C)s1 (stereo not drawn)	2	5	/	2	0.8	3	/	-8
CCOc1cc(Cl)c(NC(=O)c2ccco2)cc1OCC	-1	-5	-2	10	/	-3	-8	0
CS(=O)(=O)N1CCCC(C(=O)NCCc2ccc(Cl)cc2)C1 (stereo not drawn)	-8	5	2	/	/	-1	-20	-11
CCCCNC(=O)c1nc(-c2ccncc2)oc1-c1ccccc1	11	6	-1	10	0.8	-11	0	3
C[C@@H]1CN([C@@H](C)CO)C(=O)c2cc(NC(=O)Cc3ccccc3)ccc2O[C@@H]1CN(C)C(=O)Nc1ccc(F)cc1	10	-3	-5[16.7 µM]	-4	0.2	-4	-5	1
O=C1c2ccccc2C(=O)N1Cc1nn2c(-c3ccc(Cl)cc3)nnc2s1	0	0	-3	/	/	2	-11	-8
CCCCNc1c(-c2ccc(-c3cccc(Cl)c3)cc2)nc2ccc(Cl)cn12	-8	4	-1	11	1.6	-1	5	-17
O=C(c1cccc(S(=O)(=O)N2CCOCC2)c1)N1CCCC1	-1	0	44	23	/	0	15	3
N#CC1(NC(=O)CSc2nnc(Nc3ccccc3F)s2)CCCC1	-9	-4	-4	-19	-3.5	0	2	4
C[C@@H](NC(=O)C[C@@H]1C[C@H]2c3cc(NC(=O)CC4CC4)ccc3O[C@H]2[C@H](CO)O1)c1ccccc1	-5	/	3[16.7 µM]	-2	1.7	/	9	6
CCC/C=N/Nc1nc2ccccc2s1	0	/	/	0	-2.1	/	-9	/
Cc1ccnc(NS(=O)(=O)c2ccc(Oc3ccccc3)cc2)c1	-2	-7	37	/	/	1	/	0
CC1(C)NC(=O)N(CCOCCOc2cccc(Oc3ccccc3)c2)C1=O	/	12	-1	/	/	-2	-11	-20
COc1cccc(C(=O)Nc2ccc3c(c2)OC[C@H](C)N(C(C)=O)C[C@H](C)[C@@H](OC)CN(C)C3=O)c1	-7	2	-4[16.7 µM]	-1	0.7	-1	-6	1
Cc1ccccc1NC(=S)c1ccc2ccccc2n1	15	1	0	16	1.6	9	-6	-4
CC(C)NC(=O)N[C@H]1CC[C@H](CCNS(=O)(=O)c2ccc(F)cc2)O[C@@H]1CO	/	0	/	13	-0.9	1	0	-6
Cc1c(CCOC(=O)c2cc([N+](=O)[O-])cc([N+](=O)[O-])c2)sc[n+]1CCCCS(=O)(=O)[O-]	18	/	-18	19	-2.4	/	/	/
O=C(O)CSCC(=O)Nc1cccc2ccccc12	/	/	1	-2	-2.8	/	/	5
CO[C@H]1CN(C)C(=O)c2ccc(NC(C)=O)cc2OC[C@H](C)NC[C@H]1C	5	-1	5[16.7 µM]	-2	-2.9	1	-6	18
COc1cc(NC(C)CCCN)c2nc(C)ccc2c1Oc1ccc(F)cc1 (stereo not drawn)	11	/	-7	-22	-3.6	-1	12	6
CCCN1CCC(C)(C(=O)Nc2ccccc2Oc2ccccc2)C1 (stereo not drawn)	-7	1	11	-10	-2.5	-4	-2	-2
O=C(NCC1CCN(Cc2ccc(F)cc2)CC1)Nc1cc(F)ccc1F	6	-12	-3	-1	-1.9	-1	4	-18
COc1ccc(N2CCC(CNC(=O)Nc3ccc(OC)cc3OC)C2)cc1 (stereo not drawn)	/	2	2	/	/	-2	-7	/
CCOC(=O)Cc1cc(=O)[nH]c(/N=C(\N)Nc2ccc(C)cc2C)n1	-15	0	5	/	/	5	/	2
C[C@H]1CN([C@@H](C)CO)C(=O)Cc2cc(NS(=O)(=O)c3cn(C)cn3)ccc2O[C@@H]1CN(C)Cc1ccc(Oc2ccccc2)cc1	3	-3	3[16.7 µM]	0	-1.7	110*	5	0
COc1ccccc1NC(=O)c1ccc2snnc2c1	-5	/	11	7	0.8	/	-9	6
O=C(NCC[C@H]1CC[C@@H](NC(=O)C2CCCC2)[C@H](CO)O1)c1cc(Cl)cc(Cl)c1	/	2	-1[16.7 µM]	-11	0.9	-1	-7	8
Cc1ccc(C(=O)CSc2nnc(-c3ccccc3)o2)cc1	3	4	-7	/	/	-1	-5	-7
Cc1ccc(C2NS(=O)(=O)N=C2N)cc1 (stereo not drawn)	4	5	-2	/	/	1	6	-2
Cc1cc(C)cc(C(O)c2ncc(-c3ccccc3Cl)[nH]2)c1 (stereo not drawn)	9	-4	73	-5	-8.7	3	/	14
Cc1cc(C)cc(C(=O)NC(CC(N)=O)c2ccc(N3CCN(C)CC3)c([N+](=O)[O-])c2)c1 (stereo not drawn)	-12	2	3	4	1.0	1	-1	14
C[C@@H]1CN([C@H](C)CO)C(=O)c2cc(NC(=O)CCC(F)(F)F)ccc2O[C@@H](C)CCCCO[C@@H]1CN(C)C(=O)NC1CCCCC1	/	1	2[16.7 µM]	-17	-0.2	0	/	-48
O=C(C[C@@H]1C[C@H]2c3cc(NC(=O)NC4CCCC4)ccc3O[C@H]2[C@@H](CO)O1)NCc1ccncc1	-8	0	-6[16.7 µM]	-5	0.9	18	-2	4
C[C@@H]1CCCCO[C@H](CN(C)S(=O)(=O)c2ccc(Cl)cc2)[C@@H](C)CN([C@@H](C)CO)C(=O)c2cc(NC(=O)Nc3ccc4c(c3)OCO4)ccc2O1	-16	1	4[16.7 µM]	17	-0.5	-10	20	/
Cc1ccc(S(=O)(=O)Nc2ccc3c(c2)C(=O)N([C@@H](C)CO)C[C@@H](C)[C@H](CN(C)C(=O)CCC(F)(F)F)OCCCC[C@@H](C)O3)cc1	-4	7	-7[16.7 µM]	-11	2.7	-7	-9	/
CCc1ccc(OCC(=O)N2CCN=C2c2ccccc2)cc1	/	0	7	/	/	-3	-15	/
COc1ccc(S(=O)(=O)N(CC(=O)Nc2cccnc2)c2ccccc2OC)cc1	/	2	30	-5	-1.4	-2	0	8
COc1ccccc1-c1coc2c(CN3C(C)CCCC3C)c(O)ccc2c1=O (stereo not drawn)	-10	2	0	/	0.4	0	-1	35
CCCCNC(=O)N1CCN(c2ccccc2OC)CC1	2	18	-2	7	/	3	-1	-1
O=C(N1CCOCC1)C12CC3CC(C1)CC(C(=O)N1CCOCC1)(C3)C2	7	0	-9	/	/	4	-4	3
O=C(Nc1ccccc1N1CCOCC1)c1ccc(F)c(S(=O)(=O)N2CCOCC2)c1	-5	1	-8	37	1.2	-1	0	-11
O=C(O)C[C@H]1C[C@@H]2c3cc(NC(=O)Cc4ccncc4)ccc3O[C@@H]2[C@@H](CO)O1	-2	3	2[16.7 µM]	2	0.8	2	-3	-2
C=CCSc1ncccc1C(=O)NCCc1ccc(Cl)cc1	-5	1	9	-15	-1.0	-1	-5	-8
COC(=O)c1nc(NC(=O)c2ccc(Cl)cc2)n[nH]1	/	-1	/	13	/	1	12	-12
O=C(C[C@@H]1CC[C@H]2[C@@H](COC[C@H](O)CN2S(=O)(=O)c2ccc(F)cc2)O1)NCCN1CCCCC1	-6	0	1[16.7 µM]	6	-2.0	-2	15	-16
CCCCNC(=O)CCn1nc(-c2ccc(C)cc2)c2ccccc2c1=O	-11	-5	25	-9	-0.9	0	9	12
C#CCOc1ccccc1CNC1CCN(Cc2ccccc2)CC1	6	0	3	53	1.4	0	4	18
Nc1cccc2c1C(=O)N(C(=O)c1ccc(Cl)c(S(=O)(=O)N3CCCCCC3)c1)C2=O	6	-2	-1	/	/	-2	2	8
CC(=O)N1c2c(cc(Br)cc2S(=O)(=O)N2CCOCC2)CC1C (stereo not drawn)	-9	-2	3	/	/	0	10	0

Source: PubChem (Broad Institute)
